From PubChem
TDP1 inh = qHTS Assay for Inhibitors of Tyrosyl-DNA Phosphodiesterase (TDP1) | Tyrosyl-DNA phosphodiesterase 1 (Homo sapiens), Q9NUW8 | recombinant TDP1, AlphaScreen DNA substrate cleavage | Potency, µM (highest dose often 130 µM), for the others: top-dose activity change, negative = inhibition, usual class: inhibitors | 0.28% of 350,000 active | AID 485290, 2010; further: nearly all actives have a fitted effect of over 40% in size
Target sequence (Q9NUW8 whole entry, looked up): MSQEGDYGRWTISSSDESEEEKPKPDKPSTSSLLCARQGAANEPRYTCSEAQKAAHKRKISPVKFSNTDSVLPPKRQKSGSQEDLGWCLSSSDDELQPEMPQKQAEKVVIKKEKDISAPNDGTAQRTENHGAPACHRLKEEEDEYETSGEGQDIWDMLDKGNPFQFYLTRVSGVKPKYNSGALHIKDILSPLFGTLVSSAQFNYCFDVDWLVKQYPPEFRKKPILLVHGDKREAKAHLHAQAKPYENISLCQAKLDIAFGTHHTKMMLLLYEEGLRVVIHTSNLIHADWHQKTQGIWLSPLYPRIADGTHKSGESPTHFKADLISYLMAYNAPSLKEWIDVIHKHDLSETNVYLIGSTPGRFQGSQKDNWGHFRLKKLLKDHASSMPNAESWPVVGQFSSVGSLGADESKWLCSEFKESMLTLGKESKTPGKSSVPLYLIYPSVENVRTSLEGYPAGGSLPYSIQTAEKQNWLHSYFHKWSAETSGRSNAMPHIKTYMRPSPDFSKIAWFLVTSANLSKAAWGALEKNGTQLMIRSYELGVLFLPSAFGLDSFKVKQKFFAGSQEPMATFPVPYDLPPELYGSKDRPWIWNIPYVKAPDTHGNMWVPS
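AlphaScreen read-out: signal falls as enzyme removes the 3' tyrosine-FITC from a 5'-biotinylated DNA oligo (15 nM, 5 min, RT). Enzyme was E. coli-made recombinant Tdp1 at 1 nM, exposed to compound for 15 min beforehand; beads 10 ug/ml, 10 min.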
DT40 TDP1 no CPT = qHTS for Inhibitors of human tyrosyl-DNA phosphodiesterase 1 (TDP1): qHTS in cells in absence of CPT | Potency, µM (doses to about 46.2 µM), without a hit: at the highest dose activity change, negative = growth inhibition, hits mostly inhibitors | 15% of 420,000 active | DT40 Tdp1-/- hTDP1 cells, no CPT, ATP luminescence, 48 h; further: nearly all actives have a fitted effect of over 55% in size
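Stably hTDP1-transfected Tdp1-null chicken DT40 cells were treated with library compounds minus camptothecin and grown for at least 48 hr at 37 °C, after which cellular ATP was quantified by luminescence.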
N370S GC = qHTS Assay for Inhibitors and Activators of N370S glucocerebrosidase as a Potential Chaperone Treatment of Gaucher Disease; Potency, µM (highest dose often 59.4 µM), inactives show at the top dose activity change, negative = inhibition, hits mostly inhibitors; N370S GC spleen homogenate, 4MU-glucoside fluorescence; 0.092% of 330,000 active; Lysosomal acid glucosylceramidase (Homo sapiens), P04062;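 further: 0% = full enzyme activity and -100% = no enzyme basal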
Starred values were filed as active, the others as inactive; [ ] = dose if it differs, or a comment. The call rests on the fitted dose curve; in most records, active means well fitted curve in the direction sought with a large enough effect; inconclusive means small, poorly fitted or top-dose-only effect, or another doubt; inactive means no such curve, though single readings can be large; an effect the other way counts as inactive or inconclusive. Unless noted, on the % scale 0 is the no-effect control and ±100 the full control effect; potency means the concentration at half of the fitted maximal effect. Not all compounds are listed. The share of hits here may be higher or lower than overall.

`O/N=C1\CC/C(=N\O)c2nn(-c3ccccc3Cl)nc21` gave TDP1 inh 2%, DT40 TDP1 no CPT inconclusive and N370S GC 2%.
CCOC(=O)C1CCN(Cc2cc(Cl)c3ccccc3c2O)CC1 was read as TDP1 inh 8%, DT40 TDP1 no CPT inconclusive and N370S GC -7%.
For CC(NC(=O)COC(=O)c1ccc(OCC2CCCO2)cc1)c1ccccc1Cl (stereo not given) the results were TDP1 inh 0% and DT40 TDP1 no CPT -14%.
`COc1ncc2nc(-c3cn(C)c4ccccc34)c(=O)n(CCc3ccccc3)c2n1` gave DT40 TDP1 no CPT 7% and N370S GC 7%.
N#Cc1ccc(OCC(O)CN2CCN(C(c3ccccc3)c3ccccc3)CC2)cc1 (stereo not given) was read as TDP1 inh 15%, DT40 TDP1 no CPT 18µM* and N370S GC -3%.
For N#CCc1ccc(NC(=O)Nc2cccc(Cl)c2)cc1 the results were TDP1 inh 4%, DT40 TDP1 no CPT inconclusive and N370S GC 1%.
COc1cc(OC)cc(C(=O)Nc2nc(-c3ccccc3)c(-c3ccccc3)o2)c1 was read as TDP1 inh 8%, DT40 TDP1 no CPT 10µM* and N370S GC -20%.
For COc1ccc(OC)c(-c2csc(NC(=O)CSc3ccccc3)n2)c1 the results were TDP1 inh -2%, DT40 TDP1 no CPT 13µM* and N370S GC 6%.
COc1cc(S(=O)(=O)NCc2ccccc2)ccc1Br was read as TDP1 inh 5%, DT40 TDP1 no CPT -9% and N370S GC 6%.
For Cc1ccccc1CC1(CO)CCCN(Cc2cn[nH]c2-c2ccccc2)C1 (stereo not given) the results were DT40 TDP1 no CPT -28% and N370S GC -5%.
For CCCCCCSc1ccc([C@@H]2[C@@H]3C(=O)N(C)C(=O)[C@@H]3[C@]3(C(=O)OC)CCCCN23)cc1 the results were TDP1 inh -3% and DT40 TDP1 no CPT 26µM*.
Screening CCCCn1c(CNC(=O)CC)nc2ccccc21 returned TDP1 inh 7%, DT40 TDP1 no CPT inconclusive and N370S GC 11%.
CCN1CCN(c2nc(N)c([N+](=O)[O-])c(Nc3ccc(C)cc3)n2)CC1 was read as TDP1 inh 1%, DT40 TDP1 no CPT inconclusive and N370S GC -27%.
C=CCNC(=O)CSc1nnc(-c2ccccc2Br)n1-c1cccc(C(F)(F)F)c1 was read as TDP1 inh -1%, DT40 TDP1 no CPT inconclusive and N370S GC -15%.
For CCOC(=O)c1c(C)oc2nc(C)nc(Nc3ccc(C)c(Cl)c3)c12 the results were TDP1 inh 2% and DT40 TDP1 no CPT -12%.
For COCC(=O)Nc1sc2c(c1C(=O)OC)CCCC2 the results were TDP1 inh 2%, DT40 TDP1 no CPT -24% and N370S GC 9%.
For O=C(O)c1cc2[nH]c3c(c2cc1Cl)CCCC3 the results were DT40 TDP1 no CPT 7% and N370S GC 2%.
For O=C(CSc1n[nH]c(-c2ccccn2)n1)Nc1ccc(Cl)cc1 the results were TDP1 inh -5%[0.0935 µM], DT40 TDP1 no CPT 4.6µM* and N370S GC 12%.
`CCOC(=O)c1cc(S(=O)(=O)NC2CCCCC2)cn1C` gave TDP1 inh 2%, DT40 TDP1 no CPT inconclusive and N370S GC -5%.
For CN1C(=O)Cc2cc(S(=O)(=O)NCc3ccccc3Cl)ccc21 the results were TDP1 inh 7% and DT40 TDP1 no CPT inconclusive.
Screening Cc1noc(NS(=O)(=O)c2ccc(NC(=O)c3ccccc3NS(=O)(=O)c3ccc(F)cc3)cc2)c1C returned TDP1 inh 3% and DT40 TDP1 no CPT -15%.
`COc1ccc(CN(C(=O)c2nsc(Cl)c2Cl)C(C(=O)NC2CCCC2)c2ccc(C)cc2)cc1` (stereo not given) gave TDP1 inh 3%, DT40 TDP1 no CPT 15µM* and N370S GC 4%.
CC(=O)Nc1ccc(NC(=O)c2c(C)nn(Cc3ccccc3)c2Cl)cc1 was read as TDP1 inh 0%, DT40 TDP1 no CPT 1.2µM* and N370S GC -8%.
Cc1c(CC(=O)O)c(=O)oc2c(C)c(OCc3nn[nH]n3)ccc12 was read as TDP1 inh -5%, DT40 TDP1 no CPT -5% and N370S GC 4%.
Cc1noc(C)c1S(=O)(=O)N(CC(=O)N1CCc2ccccc21)c1ccc(C(C)C)cc1 was read as TDP1 inh 5% and DT40 TDP1 no CPT inconclusive.
Screening COc1ccc(Br)cc1S(=O)(=O)N(CC(=O)N1CCOCC1)c1ccccc1 returned TDP1 inh 1%, DT40 TDP1 no CPT -10% and N370S GC 3%.
C/C(=C\c1ccccc1)C(=O)NCCN1CCOCC1 was read as TDP1 inh 3%, DT40 TDP1 no CPT -14% and N370S GC -3%.
Screening O=C(NCC1CCCO1)c1cn(-c2ccccc2)nc1-c1ccc(F)cc1 (stereo not given) returned TDP1 inh 1%, DT40 TDP1 no CPT -1% and N370S GC -2%.
For CCOc1cc(C(=O)OCC(=O)Nc2cccc(C)c2)ccc1OCC(=O)N1CCOCC1 the results were TDP1 inh 3%, DT40 TDP1 no CPT 24% and N370S GC 0%.
For O=C1CCCCC1C(=O)c1cn(-c2ccc(Cl)c(Cl)c2)nn1 (stereo not given) the results were TDP1 inh 8%, DT40 TDP1 no CPT -20% and N370S GC 6%.
`Cc1ccc(NC(=O)CN(C)C(=O)CCSc2ccc(F)cc2)cc1` gave TDP1 inh -1%[56.1 µM] and DT40 TDP1 no CPT -22%.
Screening CC(=O)Nc1ccc(Cl)c(C(N)=O)c1 returned TDP1 inh 1%, DT40 TDP1 no CPT 2% and N370S GC 5%.
`CC(C)CNC(=O)c1cccc(NC(=O)c2ccc(NC(=O)c3ccco3)cc2)c1` gave TDP1 inh 7%, DT40 TDP1 no CPT inconclusive and N370S GC -2%.
Screening CCOC(=O)c1c(S(=O)(=O)N2CCC(C(=O)Nc3ccc(OCC)cc3)CC2)c(C)n(C)c1C returned TDP1 inh -2% and DT40 TDP1 no CPT -6%.
`Cc1cc(C(=O)COC(=O)c2nccnc2N)c(C)n1C` gave TDP1 inh 0%, DT40 TDP1 no CPT -2% and N370S GC 7%.
Screening Cc1ccc(C)c(S(=O)(=O)N2CCCOC2CNC(=O)C(=O)NCCCN2CCOCC2)c1 (stereo not given) returned TDP1 inh 1%, DT40 TDP1 no CPT 7% and N370S GC -14%.
Screening CS(=O)(=O)N1CCCC(C(=O)NCc2ccco2)C1 (stereo not given) returned TDP1 inh 7%, DT40 TDP1 no CPT 1% and N370S GC -4%.
For COc1cc(NC(=O)C2CCN(c3nc4ccccc4nc3C(F)(F)F)CC2)cc(OC)c1 the results were TDP1 inh -3% and DT40 TDP1 no CPT 26µM*.
For CC1CCCCN1C(=O)CSc1nnc2c(n1)[nH]c1ccccc12 (stereo not given) the results were DT40 TDP1 no CPT -30% and N370S GC -2%.
For CNC(=O)c1ccc(NC(=O)c2cc(S(=O)(=O)N3CCOCC3)ccc2N2CCCC2)cc1 the results were TDP1 inh -1% and DT40 TDP1 no CPT 8%.

Taken from the entries so far for reference:
Screening Cc1noc(NS(=O)(=O)c2ccc(NC(=O)c3ccccc3NS(=O)(=O)c3ccc(F)cc3)cc2)c1C returned TDP1 inh 3% and DT40 TDP1 no CPT -15%.
`COc1ccc(CN(C(=O)c2nsc(Cl)c2Cl)C(C(=O)NC2CCCC2)c2ccc(C)cc2)cc1` (stereo not given) gave TDP1 inh 3%, DT40 TDP1 no CPT 15µM* and N370S GC 4%.
CC(=O)Nc1ccc(NC(=O)c2c(C)nn(Cc3ccccc3)c2Cl)cc1 was read as TDP1 inh 0%, DT40 TDP1 no CPT 1.2µM* and N370S GC -8%.
Cc1c(CC(=O)O)c(=O)oc2c(C)c(OCc3nn[nH]n3)ccc12 was read as TDP1 inh -5%, DT40 TDP1 no CPT -5% and N370S GC 4%.
Cc1noc(C)c1S(=O)(=O)N(CC(=O)N1CCc2ccccc21)c1ccc(C(C)C)cc1 was read as TDP1 inh 5% and DT40 TDP1 no CPT inconclusive.
Screening COc1ccc(Br)cc1S(=O)(=O)N(CC(=O)N1CCOCC1)c1ccccc1 returned TDP1 inh 1%, DT40 TDP1 no CPT -10% and N370S GC 3%.
C/C(=C\c1ccccc1)C(=O)NCCN1CCOCC1 was read as TDP1 inh 3%, DT40 TDP1 no CPT -14% and N370S GC -3%.
Screening O=C(NCC1CCCO1)c1cn(-c2ccccc2)nc1-c1ccc(F)cc1 (stereo not given) returned TDP1 inh 1%, DT40 TDP1 no CPT -1% and N370S GC -2%.
For CCOc1cc(C(=O)OCC(=O)Nc2cccc(C)c2)ccc1OCC(=O)N1CCOCC1 the results were TDP1 inh 3%, DT40 TDP1 no CPT 24% and N370S GC 0%.
For O=C1CCCCC1C(=O)c1cn(-c2ccc(Cl)c(Cl)c2)nn1 (stereo not given) the results were TDP1 inh 8%, DT40 TDP1 no CPT -20% and N370S GC 6%.
`Cc1ccc(NC(=O)CN(C)C(=O)CCSc2ccc(F)cc2)cc1` gave TDP1 inh -1%[56.1 µM] and DT40 TDP1 no CPT -22%.

Additional structures:
Screening C(=C\c1ccccc1)/CSc1nnc(-c2ccccc2)n1Cc1ccco1 returned TDP1 inh 7%, DT40 TDP1 no CPT 4.6µM* and N370S GC 12%.
For CC(C)NC(=O)N(O)C1N(Cc2ccc3c(c2)OCO3)C(=S)SC1(C)C (stereo not given) the results were TDP1 inh 4%, DT40 TDP1 no CPT 15µM* and N370S GC 23%.
For Cc1ccccc1S(=O)(=O)Cc1ccc(C(=O)N2CC(C)CC(C)C2)o1 (stereo not given) the results were TDP1 inh 7%, DT40 TDP1 no CPT inconclusive and N370S GC -24%.
`COc1ccc(Cl)cc1NC(=O)C1CCN(c2ncnc3c2nc2n3CCCCC2)CC1` gave TDP1 inh 4% and DT40 TDP1 no CPT 9.2µM*.
Screening N#CC(c1nc2ccccc2nc1N1CCOCC1)S(=O)(=O)c1ccccc1 (stereo not given) returned TDP1 inh 3%, DT40 TDP1 no CPT 29µM* and N370S GC 9%.
CN(C)S(=O)(=O)c1ccc(NC(=O)c2cc(F)c(F)cc2Cl)cc1 was read as TDP1 inh 0%, DT40 TDP1 no CPT -29% and N370S GC 16%.
For C[C@H]1CC[C@H]2C(=O)N3[C@H](c4ccccc4Br)[C@@H](C)CC[C@H]3C(=O)N2[C@@H]1c1ccccc1Br the results were TDP1 inh 5% and N370S GC -6%.
Screening CC[C@]1(C(=O)OC)[C@H]2C(=O)N(Cc3ccccc3)C(=O)[C@H]2[C@H]2CN=C(SCC(=O)c3ccccc3)N21 returned TDP1 inh 1%[56.1 µM] and DT40 TDP1 no CPT inconclusive.
Screening Cc1ccc(Cn2nnc3c(=O)[nH]c(C4CCCN(C(=O)c5ccco5)C4)nc32)cc1 (stereo not given) returned TDP1 inh 2%, DT40 TDP1 no CPT -18% and N370S GC 5%.
O=C(CCC(=O)N1CCOc2ccccc21)NC1CCCCCC1 was read as DT40 TDP1 no CPT -29% and N370S GC -10%.
Screening COc1ccc(NC(=O)CCNC(=O)C2CCN(S(=O)(=O)c3ccc(F)cc3)CC2)cc1OC returned TDP1 inh 10%, DT40 TDP1 no CPT 18% and N370S GC 2%.
`CCc1ccc(C(=O)NC2CCCCC2)s1` gave TDP1 inh 2%, DT40 TDP1 no CPT -5% and N370S GC 2%.
O=C(NCCCO)c1cc2c([nH]c3ccccc32)c(-c2ccc(F)cc2)n1 was read as DT40 TDP1 no CPT inconclusive and N370S GC 22%.
For CCCc1cc(=O)oc2c(C)c(OCc3nn[nH]n3)ccc12 the results were TDP1 inh -3%, DT40 TDP1 no CPT -9% and N370S GC 3%.
For CCN1CCN(S(=O)(=O)c2ccc3c(c2)NC(=O)CS3)CC1 the results were TDP1 inh 4%, DT40 TDP1 no CPT 21% and N370S GC -15%.
`O=C(N/N=C1\CCCc2ccccc21)c1ccc([N+](=O)[O-])cc1` gave TDP1 inh 12%[56.1 µM], DT40 TDP1 no CPT -14% and N370S GC -1%.
Screening C/C(CC(=O)Nc1ccccc1Cl)=N\NC(=O)C(=O)NCCO returned TDP1 inh 8%, DT40 TDP1 no CPT 12% and N370S GC -12%.
O=C1NC(c2ccccc2)=CC(c2ccccc2O)N1 (stereo not given) was read as DT40 TDP1 no CPT -3% and N370S GC -3%.
For COc1ccc(C(CCNCc2ccc(N(C)C)cc2)c2ccccc2)cc1 (stereo not given) the results were DT40 TDP1 no CPT 21µM* and N370S GC -26%.
`O=C(CSc1nccc(=O)[nH]1)Nc1ccc2ccccc2c1` gave TDP1 inh 1% and DT40 TDP1 no CPT 2%.
`Cc1cc(-c2ccccc2)c2c(=O)n(-c3ccccc3)[nH]c2n1` gave DT40 TDP1 no CPT -16% and N370S GC 0%.
For CC(=O)Nc1ccc(S(=O)(=O)N(C)CC(=O)Nc2ccc(F)c(F)c2F)cc1 the results were TDP1 inh 0%[56.1 µM] and DT40 TDP1 no CPT -7%.
`COC(=O)c1ccc(NC(=O)CN2CCCC2)cc1` gave TDP1 inh 3%, DT40 TDP1 no CPT -9% and N370S GC -5%.
